# mcGAS RapidFire: inhibitors of Mus musculus cyclic GMP-AMP synthase, initial high-throughput assay, cell-free, RapidFire MS. recombinant mouse cGAS, cGAMP by RapidFire MS. inhibition, % at 12.5 µM. 130,000 tested, 0.18% active. AID 1259397, 2018;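 active = inhibition of cGAS enzyme activity at or above 60%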;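 note: enzyme stimulated by 45 bp dsDNA with ATP and GTP substrates; cGAMP share of summed cGAMP plus half ATP and half GTP signals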
# Target sequence (Q8C6L5 whole entry, looked up): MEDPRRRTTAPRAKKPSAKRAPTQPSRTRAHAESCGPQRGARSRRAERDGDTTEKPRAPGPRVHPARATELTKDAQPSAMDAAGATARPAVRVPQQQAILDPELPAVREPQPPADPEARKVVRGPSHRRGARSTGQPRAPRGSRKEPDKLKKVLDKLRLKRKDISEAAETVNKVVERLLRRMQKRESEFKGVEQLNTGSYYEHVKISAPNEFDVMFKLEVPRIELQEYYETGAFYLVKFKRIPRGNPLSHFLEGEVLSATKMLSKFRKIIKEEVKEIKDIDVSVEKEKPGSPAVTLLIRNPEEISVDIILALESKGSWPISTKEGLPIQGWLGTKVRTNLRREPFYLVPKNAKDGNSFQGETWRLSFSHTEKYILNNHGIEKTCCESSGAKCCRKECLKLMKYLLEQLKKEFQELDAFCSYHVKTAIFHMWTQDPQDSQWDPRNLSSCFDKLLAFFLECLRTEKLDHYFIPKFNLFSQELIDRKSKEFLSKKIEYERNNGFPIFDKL
# An asterisk follows results filed as active; & = joins results of further samples.
mcGAS RapidFire,Compound
-2,Cc1ccc(C(=O)N2CCCC(CNC(N)=O)C2)c(=O)[nH]1 (configuration not stated)
-16,COc1ccc(-c2nc(CN3C(=O)c4ccccc4S3(=O)=O)co2)cc1
-5,CCC1CN(C(=O)c2ccc3n[nH]nc3c2)CCC(=O)N1Cc1ccccc1 (configuration not stated)
-10,COCCNCCOc1ccccc1F
-30,COc1ccc(-c2nc(C)c(-c3ccc(SCC(=O)N4CCCCC4)nn3)s2)cc1
-10,CN(Cc1ccno1)C(=O)c1csc(Cc2ccccc2)n1
9,OCCSc1ncnc2sc3c(c12)CCCC3
-7,Cc1c(C(=O)NCc2cccc3ccccc23)sc(=O)n1Cc1ccc(S(=O)(=O)N(C)C)cc1
-17,Cc1cc(C)cc(NC(=O)CC(=O)N[C@H]2COC[C@@H]2N2CCCC2)c1
-4,c1ccc2c(c1)ncn2CC1CCCCC1
-14,CCNc1nc(NCC)n2c(SCC(=O)N(CC)C3CCCCC3)nnc2n1
5,O=C1NCCN(Cc2cccc3ccccc23)C1CC(=O)N1CCC(c2ccncc2)CC1 (configuration not stated)
0,O=C(Cc1ccccc1C(=O)Nc1ccc2c(c1)CCC2)N[C@@H]1CCCC[C@H]1N1CCOCC1
-11,Cc1cc(C)n(CCC(=O)N2[C@@H]3CC[C@H]2CC(O)C3)c(=O)n1 (some centres not stated)
-15,CC(=O)Oc1c(C)cc(CN(C)C(C)c2nccs2)cc1C (configuration not stated)
14,C=Cc1c(C)c2cc3nc(cc4[nH]c(cc5nc(cc1[nH]2)C(C)=C5CCC(=O)O)c(CCC(=O)O)c4C)[C@@]1(C)C3=CC=C(C(=O)OC)C1C(=O)OC (some centres not stated)
-7,CCC(C)NC(=O)N(CCN(C)C)CCN(C)C (configuration not stated)
-11,CCCC(=O)N1CCCC1C(=O)Nc1ccc(-c2ccccc2)nn1 (configuration not stated)
-5,Nc1ccccc1C1SCC(=O)N1c1ccc(F)cc1 (configuration not stated)
0,Cc1ccc(CC(=O)Nc2ccc(CN3CCCC(C)C3)cc2)cn1 (configuration not stated)
-8,COc1ccc(CN2C(=O)C3(OCCCO3)c3cccc(C)c32)cc1
-3,Cn1nc2c(c1NC(=O)c1ccc(S(C)(=O)=O)cc1)CCC2
9,CC1CCC(C(C)C)C2=C1C(C#N)(C#N)C(C#N)(C#N)C(c1ccccc1)N2 (configuration not stated)
-10,CC(=O)N1CCc2cc(-c3nc(NCC4CCCO4)sc3C)ccc21 (configuration not stated)
-6&-5,COc1ccc(OC)c(C(=O)c2ccc(C(=O)N3CCCC(Nc4ccccc4)C3)cc2)c1 (configuration not stated)

# Gathered by group: the entries above with a halogen
mcGAS RapidFire,Compound
-10,COCCNCCOc1ccccc1F
-5,Nc1ccccc1C1SCC(=O)N1c1ccc(F)cc1 (configuration not stated)

# Following part
mcGAS RapidFire,Compound
-12,CC(c1ccon1)N(C)C(=O)CCNC(=O)c1ccccc1F (configuration not stated)
3,CC(NS(=O)(=O)N1CCc2ccccc2C1)c1ccc(S(C)(=O)=O)cc1 (configuration not stated)
-43,c1ccc(-c2nn(-c3ccccc3)[n+](-c3nn[nH]n3)n2)cc1
-7,COCCC(C)NC(=O)Nc1ccc(OC)nc1Br (configuration not stated)
-8,CCn1cnnc1CCNC(=O)c1cn(Cc2ccccc2F)nn1
2,CC(=O)c1ccc(NC(=O)CCNS(=O)(=O)c2ccc3c(c2)CCCC3)cc1
-13,O=C(CSc1cccc[n+]1[O-])NC(=O)NC1CCS(=O)(=O)C1 (configuration not stated)
3,CC(C)CC(N)c1csc(Nc2ncccn2)n1 (configuration not stated)
-13,CC(=O)Nc1ccc(-c2nc(N3CCCCC3)sc2C)cc1
-16,c1cc2c3c(c1)c1c(n3CCNC2)CCCC1
-4,CN(Cc1ncc(-c2ccccc2)o1)C1CCCc2ccccc21 (configuration not stated)
-3,COc1cc(C(=O)N(C)Cc2ccc3c(c2)OCO3)cc(Cl)c1O
-32,O=S(=O)(NCc1ccccc1)NC1CCc2[nH]ncc2C1 (configuration not stated)
-7,CC(C)c1ccc(-c2nnn(CC(=O)NC(C)(C)C)n2)cc1
-11,CC(C)(C(=O)NCc1cccs1)c1ccccc1
-3,Cc1ccn(-c2ccc(NC3CCOC4(CCCC4)C3)nn2)n1 (configuration not stated)
-3,C=CCNC(=S)Nc1cc(OC)cc(OC)c1
-23,CN(C)CC1(O)CCCN(C(=O)CCn2ccccc2=O)C1 (configuration not stated)
7,O=S(=O)(Nc1ccc(Br)cc1)c1ccc(Cl)s1
-11,Cc1ccc2nc(CN(C)Cc3c(C)nn(C)c3Cl)[nH]c2c1
-10,O=C(CN1CCCCCC1)NCC1(CO)CCCC1
3,C=c1ccc2cc(=C3N=C(C(C)C)ON3)c(=O)[nH]c2c1
-1,COc1ccc(C(C)=O)cc1Cn1c(C)c(C(=O)NCc2ccccn2)sc1=O
-1,Cc1cn2c3c(=O)n(CC(C)C)c(=O)n(C)c3nc2n1-c1ccc(F)cc1
-11,O=c1c(Cl)c(N2CCOCC2)cnn1C12CC3CC(CC(C3)C1)C2

# Ordered by length of the SMILES (lowest first): seven of the compounds above.
mcGAS RapidFire,Compound
-3,C=CCNC(=S)Nc1cc(OC)cc(OC)c1
-10,O=C(CN1CCCCCC1)NCC1(CO)CCCC1
-13,CC(=O)Nc1ccc(-c2nc(N3CCCCC3)sc2C)cc1
-3,Cc1ccn(-c2ccc(NC3CCOC4(CCCC4)C3)nn2)n1 (configuration not stated)
3,C=c1ccc2cc(=C3N=C(C(C)C)ON3)c(=O)[nH]c2c1
-43,c1ccc(-c2nn(-c3ccccc3)[n+](-c3nn[nH]n3)n2)cc1
-1,COc1ccc(C(C)=O)cc1Cn1c(C)c(C(=O)NCc2ccccn2)sc1=O

# Additional entries:
mcGAS RapidFire,Compound
-6,Cn1c(Cl)cnc1CN(c1ccccc1F)C1CCCC1
-6,CC#CC(=O)NC1CC(=O)N(Cc2cccc(F)c2)C1 (configuration not stated)
-4,CCC(=O)Nc1cccc(NC(=O)c2ccc(C)cc2)c1
-5,COCCn1c(C)cc(O)c(C(c2ccccc2)N2CCN(c3ccccc3)CC2)c1=O (configuration not stated)
-1,CCN1CCN(Cc2nc3c(c(=O)n(C)c(=O)n3C)n2Cc2ccc(Cl)cc2Cl)CC1
-5,Cn1c(=S)sc2c(N3CCCCCC3)ncnc21
-2,CC(=O)Oc1ccccc1Cn1c(C)c(C(=O)NCc2cccs2)sc1=O
-3,Cc1ccc(CN(C(=O)c2cc(=O)[nH][nH]2)C2CC2)s1
-1,O=C(c1ccc(-n2cccn2)cc1)N1CCCC(CO)(CCc2ccccc2)C1 (configuration not stated)
11,CCN1CCN(C2=C(Cl)C(=O)N(c3cccc(C(F)(F)F)c3)C2=O)CC1
-13,COc1ccccc1-c1c[nH]cc1C(=O)N1CCN(C)CC1C (configuration not stated)
-2,CN(CCc1ccccc1)C1CCCN(C(=O)c2nccc3ccccc23)C1 (configuration not stated)
-8,OCC1(Cc2cccc(F)c2)CCN(Cc2ccc3cccc(F)c3n2)CC1
-8,CCCNC(=O)CN1CCN(c2nc(-c3cccs3)nc3sc4c(c23)CCC4)CC1
5,O=S(=O)(Nc1ccc(Cl)cc1)c1cccs1
2,O=S(=O)(NS1=CC=CCN1S(=O)(=O)c1ccccc1)c1ccccc1 (configuration not stated)
33,O=c1c2ccccc2c(=O)c2c1c(Oc1ccccc1)cc1oc3ccccc3[nH]c12
7,CC(=O)NCCNc1nc2cc(-c3ccccc3C)sc2c(=O)n1C
-3,O=C(NCC(=O)N1CCCC(C(F)(F)F)C1)c1ccccc1 (configuration not stated)
-35,CCOC(=O)c1sc(C(C)NC(=O)c2ccc(CC)o2)nc1C (configuration not stated)
-28,O=c1[nH]c2ccccc2n1C1CCN(c2nc(C(F)(F)F)nc3ccccc23)CC1
-8,CNc1ncccc1[C@@H]1C[C@H](NC(=O)c2ccccc2)C[C@H](C(C)C)O1
-1,NCc1coc(-c2cccs2)n1
-6,C=CCc1ccccc1OCCN(C)C(=O)c1c[nH]c2c(C)cccc2c1=O
-6,CCC(=O)N1CCCC(C(=O)N2CCCC2Cc2ccc(C)cc2)C1 (configuration not stated)
-3,CSCCCCNS(=O)(=O)c1ccc(Br)cn1
-3,CCN1CCCC1CNC(=O)CCC1CCN(Cc2nc(C(C)C)cs2)CC1 (configuration not stated)
7,Cc1nc(CCNC(=O)C2CCC(=O)N(CCc3cccc(F)c3)C2)sc1C (configuration not stated)
3,Cc1cc(C)cc(-n2nc(C)c(Br)c2N)c1
-9,O=S(=O)(C=Cc1ccc(Cl)cc1)N1CCCC1c1ccc2c(c1)OCCCO2 (configuration not stated)
-10,Cc1cc(C(=O)N(Cc2cccnc2)c2nc3c(C(C)C)cccc3s2)nn1C
-3,COCCN1CC(C(=O)NCCCSC)CCC1=O (configuration not stated)
-3,CCOc1ccc(S(=O)(=O)N2CCOCC2)cc1NC(=O)CCc1ccsc1
2,CCOC(=O)c1c(C)n(-c2ccc(I)cc2)c2ccc(O)cc12
-10,CC(C)CN1CCC(NCc2noc(C3CCCC3)n2)CC1
-4,Cc1ccccc1CN1CCN(c2nc(C(=O)N3CCCCC3)co2)C1=O
-8,C=C1c2ccccc2C(=O)N1CC(=O)Nc1ccccc1
-9,O=c1[nH]c(NC2CCCCC2)nnc1Cc1ccc(Cl)cc1
1,c1cncc(Cc2nnc3n2CCN(c2nccc(C4CCCC4)n2)CC3)c1
2,Cc1ccc(-c2cc(NCCO)ncn2)cc1F
-3,COc1ccc2c(c1C/C=C(\C)CO)OCCC2
1,COc1ccc(CN2CCC2(C)C(=O)Nc2cnc3ccccc3c2)cc1 (configuration not stated)
3,Cc1nn2c(nnc3c(=O)[nH]c(N4CCCCC4)nc32)c1-c1ccccc1
-3,O=c1c2cnc3nc(C(F)(F)F)nn3c2ccn1CCN1CCOCC1
0,CC(=O)c1c(C)[nH]c(C(=O)C(C)SCc2ccc(Cl)cc2)c1C (configuration not stated)
-47,NC(=O)CN1CCC=C(C2CCCCN2C(=O)Cc2ccccc2)C1 (configuration not stated)
-2,NC(=O)c1ccc(NC(=O)CC23CC4CC(CC(C4)C2)C3)cc1
-14,COc1ccc(-c2[nH]ncc2/C=N\NC(=O)C(C)Oc2ccc(Cl)cc2Cl)cc1 (configuration not stated)
-7,Cc1ccc(NC(=O)C2CCCCN2Cc2cccnc2)c(F)c1 (configuration not stated)
-3,CCOc1cc(CN2CCCn3cccc3C2c2ccccc2CC)ccc1O (configuration not stated)

# The list continues.
mcGAS RapidFire,Compound
0,CCOc1ccc(N=C2SC(C(=O)Nc3ccccc3OC)CC(=O)N2Cc2ccccc2)cc1 (configuration not stated)
-29,CN(CCNS(=O)(=O)c1c(Cl)cc(Cl)cc1Cl)C1CC1
-3,Cn1c(SCCO)nc2sc(-c3ccccc3)cc2c1=O
-10,COc1ccc(NC(=O)CSc2nc3[nH]ncc3c(=O)[nH]2)c(OC)c1
9,CC(C)(C)OC(=O)Nc1ccc(C(=O)N2CCCC2c2ccc3c(c2)OCCO3)cc1 (configuration not stated)
-25,O=S(=O)(NCc1cnn2ccccc12)c1ccccc1F
1,CCCc1nc(C)c(Cn2cnc3sc4c(c3c2=O)CCNC4)s1
-6,CC(C)(C)C(=O)NCC1(c2ccc(Cl)cc2)CCOCC1
-32,Cc1ccc(C2(O)CCN(Cc3ccc4onc(C)c4c3)CC2)nc1
-3,CC(CSc1ccc(F)cc1)C(=O)NCC1(N2CCOCC2)CCSC1 (configuration not stated)
1,C[Si](C)(C)C#CCc1c[nH]c(=O)[nH]c1=O
-6,Cc1c(C)n2c3c(=O)n(C)c(=O)n(C)c3nc2n1CCc1ccccc1
-29,CCOC(OCC)P(=O)(C(C)C)C(C)C
-7,CCN1CCN(C(=O)c2ccccc2N2CCC(NC(=O)c3cccc(OC)c3)CC2)CC1
13,C=CCc1cccc2cc(C(=O)Nc3ccc(C)cc3[N+](=O)[O-])c(=O)oc12
-2,NC(=O)c1nc(-c2cccc(O)c2)nc2c1[nH]c(=O)n2-c1ccc(Cl)c(Cl)c1
-11,CC1CN(S(=O)(=O)c2ccc(OC(F)F)c(Cl)c2)CC(c2ccccc2)O1 (configuration not stated)
-3,CCCCCCCCn1c(C)cn2c3c(=O)n(C)c(=O)n(C)c3nc12
-11,C=C(C)Cn1c(Br)nc2c1c(=O)[nH]c(=O)n2C
-16,O=C(NCCc1cccc(F)c1)c1ccc(N2CCCC2=O)cc1
1,CC1=NN(CCCc2ccccc2)c2nc3c(c(=O)n(C)c(=O)n3C)n2C1
1,CN(C1CCCC1)S(=O)(=O)c1cc(Cl)ccc1C#N
-4,CN(Cc1nc2c(s1)CCCC2)C(=O)Cc1ccccc1O
-10,CC(C)(C)c1nc(COc2ccccc2C#N)cs1
-10,O=C(CCC1(Cc2ccc(F)cc2)CCC(=O)N1)NC(c1ccccn1)C(F)(F)F (configuration not stated)
-3,O=C(c1ccc(=O)[nH]c1)N1CCOC(Cc2cccc3ccccc23)C1 (configuration not stated)
-1,COc1ccc(CCC(=O)Nc2cc(C)on2)cc1Br
-42,COCc1nc2cc(-c3ccccc3CO)ccc2o1
0,C#CCN(CC#CC)CC(O)COc1ccc(F)cc1 (configuration not stated)
0,Cn1c(=O)c2c(nc(N3CCN(Cc4ccccc4)CC3)n2CCCc2ccccc2)n(C)c1=O
-14,FC(F)Oc1ccc(-c2cn(-c3ccccc3)c3[n+]2CCCS3)cc1
-7,O=c1[nH]c2ccccc2c(=O)n1Cc1cccnc1Oc1cccc(F)c1
-17,COc1cccc(-n2cc(CN(C)Cc3nc4ccccc4[nH]3)cn2)c1
-10,CCCC(C)C1c2ccc(N)cc2OC(=N)C1C#N (configuration not stated)
3,CCN(C(=O)c1ccc(C)cc1O)C1CC1
-15,O=C(NCc1ccccc1)c1sccc1Br
0,O=C(CCSc1ccc(F)cc1)NNS(=O)(=O)c1cccc(F)c1
-9,Cc1ccc2nc(C)c(NC(=O)COc3ccc(Cl)cc3)c(=O)n2c1
9,Cc1ccccc1S(=O)(=O)NC(=O)Cn1nnc(COc2ccc3ccccc3c2)c1C

# From PubChem

# Only part of the results is shown. The share of hits here may be higher or lower than overall.
